MsrA inh: inhibits bovine methionine sulfoxide reductase A; actives 0.75% (n = 360,000); purified bovine MsrA, absorbance read-out; AID 651718; inhibition, % at 15.5 µM; in the data active = inhibition above about 4.5%;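 note: 0% = vehicle wells with enzyme and 100% = reference inhibitor wells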
SKN-1 inh: inhibitors of C. elegans SKN-1; C. elegans VP596 Pgst-4::GFP/RFP ratio, acrylamide-induced, 24 h; inhibition, % at 21.8 µM; actives 0.49% (n = 360,000); AID 624304;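 active = interference check ratio from 0.5 to 1.5 plus GFP to RFP signal ratio inhibition reaching or exceeding a fixed threshold, cut at about 30% in these data, passing the limit was not always enough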; note: some compounds called inactive have numbers as strong as hits
MT1-MMP act inh: MT1-MMP (human) activation inhibition. GFP/RFP ratio change, % at 20 µM. HT1080 RFP-PRO-GFP cells, GFP/RFP ratio fluorescence, overnight; percent of plate control window, DMSO zero. actives 0.061% (n = 360,000). P50281;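 active = GFP/RFP ratio change of at least 30% with cell ATP level not reduced by more than half and red fluorescence within 50% of control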; note: strong numbers were not always called active
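Material: RFP-PRO-GFP reporter HT1080 cells. Dosing: single-point 20 µM compound, 1% DMSO. Controls: DMSO and RFP-L50D-GFP cell wells. Timing: cells overnight before dosing, compound overnight, 37 °C, 5% CO2. Measure: GFP/RFP fluorescence ratio.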
E coli Lon inh: inhibits E. coli Lon protease. P0A9M0. purified E. coli Lon protease, fluorescence polarization. inhibition, % at 7.94 µM. actives 0.42% (n = 360,000); in the data active = inhibition above about 13%, passing the limit was not always enough;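 note: 0% = enzyme with probe and DMSO and 100% = no enzyme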
bovine MsrA act: bovine methionine sulfoxide reductase A activation | purified bovine MsrA, absorbance read-out | activation, % at 10.6 µM | actives 0.3% (n = 360,000); in the data active = activation above about 7.5%;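 note: 0% = vehicle and 100% = reference activator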
Tb MetRS inh: blocks T. brucei methionyl-tRNA synthetase activity. purified T. brucei MetRS, ATP depletion, Kinase-Glo luminescence. inhibition, % at 11.9 µM. actives 0.4% (n = 360,000). AID 624268;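 active = inhibition above a per-plate cutoff of the control wells' mean inhibition plus 3 SD, cut at about 5.5% in these data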;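 note: 0% = DMSO wells median and 100% = median of wells with control inhibitor compound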
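assay system = parasite MetRS enzyme | timing = 15 min preincubation, 2 h reaction, all 25 °C | evaluation = percent inhibition relative to median high and low control wells | medium = HEPES buffer containing pyrophosphatase, BSA, spermine, DTT | compound = single dose, 11.9 µM final nominal, 0.9% final DMSO | detection = Kinase-Glo luminescence, ATP depletion format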
FAS-TE inh: FAS thioesterase (human) inhibition; P49327; actives 0.67% (n = 360,000); inhibition, % at 15 µM; AID 602261; recombinant FAS-TE, OMFH fluorogenic substrate, fluorescence endpoint;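 active = compounds whose normalised, plate-corrected inhibition of enzyme fluorescence in the single-dose primary screen is 50% or more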;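 note: 0% = DMSO with enzyme and 100% = substrate without enzyme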
CendR NRP1 mod: modulators of CendR peptide binding to human neuropilin-1. FAM-RPARPAR peptide binding to NRP-1, fluorescence polarization. inhibition, % at 25 µM. actives 0.85% (n = 360,000). AID 602438;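 active = inhibition or corrected inhibition above about 18%, plus a signal ratio from 0.5 to 1.5, limit read from the data, passing the limit was not always enough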; note: strong numbers were not always called active
Target sequence (O14786 whole entry, looked up): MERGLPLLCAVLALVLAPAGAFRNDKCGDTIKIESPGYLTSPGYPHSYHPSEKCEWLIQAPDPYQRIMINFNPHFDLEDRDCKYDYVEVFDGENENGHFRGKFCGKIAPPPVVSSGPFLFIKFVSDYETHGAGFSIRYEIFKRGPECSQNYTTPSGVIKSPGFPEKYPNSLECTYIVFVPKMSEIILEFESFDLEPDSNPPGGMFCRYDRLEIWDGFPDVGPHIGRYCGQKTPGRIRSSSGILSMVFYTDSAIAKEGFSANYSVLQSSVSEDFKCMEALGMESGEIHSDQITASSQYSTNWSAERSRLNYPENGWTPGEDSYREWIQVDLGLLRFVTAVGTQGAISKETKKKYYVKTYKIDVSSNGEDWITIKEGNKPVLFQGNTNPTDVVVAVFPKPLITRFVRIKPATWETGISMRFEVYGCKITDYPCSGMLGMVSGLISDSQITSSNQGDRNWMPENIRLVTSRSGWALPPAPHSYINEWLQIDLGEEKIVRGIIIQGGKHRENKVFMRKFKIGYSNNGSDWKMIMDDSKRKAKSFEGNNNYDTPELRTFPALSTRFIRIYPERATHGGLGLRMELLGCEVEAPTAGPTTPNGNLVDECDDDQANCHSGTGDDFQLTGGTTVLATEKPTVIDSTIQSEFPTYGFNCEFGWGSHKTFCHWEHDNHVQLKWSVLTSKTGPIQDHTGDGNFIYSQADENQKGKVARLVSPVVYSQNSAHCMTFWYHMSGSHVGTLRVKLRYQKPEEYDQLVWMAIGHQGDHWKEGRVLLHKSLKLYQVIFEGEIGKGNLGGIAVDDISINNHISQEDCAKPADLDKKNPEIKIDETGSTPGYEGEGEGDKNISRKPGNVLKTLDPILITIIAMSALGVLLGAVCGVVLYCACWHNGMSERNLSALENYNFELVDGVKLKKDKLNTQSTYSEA
PABP1 MLLE inh: blocks PAM2 peptide binding to the PABP1 MLLE domain; P11940; GST-MLLE / FITC-PAM2 fluorescence polarization; inhibition, % at 20 µM; actives 0.36% (n = 360,000); AID 588489; in the data active = inhibition above about 35%, passing the limit was not always enough;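 note: plate controls were DMSO wells with GST-MLLE for no effect and wells lacking GST-MLLE protein for full effect; some results filed as inactive read as strong as hits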
* = called active by the depositor; · = not tested or not shown. This is a random part of the collection; 4% or so of the library scored in one or more.

SMILES | MsrA inh | SKN-1 inh | MT1-MMP act inh | E coli Lon inh | bovine MsrA act | Tb MetRS inh | FAS-TE inh | CendR NRP1 mod | PABP1 MLLE inh
CN(C)S(=O)(=O)c1ccc(NC(=O)C2CC(=O)N(Cc3ccccc3)C2)cc1 (centres undefined) | 1.7 | 6 | 0 | -1 | -3 | 0.2 | 1 | 1 | -2
Nc1ccncc1N | 2.1 | 4 | 1 | 3 | 1 | -0.3 | -17 | -10 | 8
CC(=O)N1N=C(c2ccc(C)cc2)OC1c1ccc(C)cc1 (centres undefined) | 0.4 | 6 | 1 | -10 | -1 | -0.5 | -5 | 1 | -8
Cc1c(Br)c([N+](=O)[O-])nn1C(C)C(=O)NCc1ccco1 (centres undefined) | -0.8 | 10 | -1 | 0 | 0 | 0.4 | -3 | 9 | 3
CC(C)CCN(C(=O)CNC(=O)c1cccs1)C(C(=O)NC1CCCCC1)c1cccnc1 (centres undefined) | -1.2 | -2 | -8 | -9 | -10 | -1.1 | 2 | 4 | 1
CC(=O)c1ccc(NC(=O)c2ccc3c(Cl)c4c(nc3c2)CCCC4)cc1 | 0.1 | 4 | 6 | 2 | -1 | 0.6 | -41 | -11 | -12
CC(=O)N/C(=N\c1nc(C)cc(C)n1)Nc1ccc2ccccc2c1 | -0.8 | 13 | 1 | -12 | -2 | 0.0 | 8 | 3 | 18
CCOC(=O)c1ccc(NC(=O)c2sc3nc(N4CCOCC4)c4c(c3c2N)CCCC4)cc1 | -0.8 | 2 | 3 | 3 | -11 | -1.1 | 24 | -1 | 8
O=C(COc1ccc2ccccc2c1)NN1C(=O)c2ccccc2C1=O | -1.4 | 14 | 1 | -2 | -3 | 2.0 | -9 | 4 | 2
CCOc1ccc(NC(=O)CCSc2nnc(C)s2)cc1 | -0.7 | -3 | 5 | 3 | -3 | -0.7 | -2 | -6 | 13

Copied from above, 8 compounds:
SMILES | MsrA inh | SKN-1 inh | MT1-MMP act inh | E coli Lon inh | bovine MsrA act | Tb MetRS inh | FAS-TE inh | CendR NRP1 mod | PABP1 MLLE inh
CC(=O)N1N=C(c2ccc(C)cc2)OC1c1ccc(C)cc1 (centres undefined) | 0.4 | 6 | 1 | -10 | -1 | -0.5 | -5 | 1 | -8
Cc1c(Br)c([N+](=O)[O-])nn1C(C)C(=O)NCc1ccco1 (centres undefined) | -0.8 | 10 | -1 | 0 | 0 | 0.4 | -3 | 9 | 3
CC(C)CCN(C(=O)CNC(=O)c1cccs1)C(C(=O)NC1CCCCC1)c1cccnc1 (centres undefined) | -1.2 | -2 | -8 | -9 | -10 | -1.1 | 2 | 4 | 1
CC(=O)c1ccc(NC(=O)c2ccc3c(Cl)c4c(nc3c2)CCCC4)cc1 | 0.1 | 4 | 6 | 2 | -1 | 0.6 | -41 | -11 | -12
CC(=O)N/C(=N\c1nc(C)cc(C)n1)Nc1ccc2ccccc2c1 | -0.8 | 13 | 1 | -12 | -2 | 0.0 | 8 | 3 | 18
CCOC(=O)c1ccc(NC(=O)c2sc3nc(N4CCOCC4)c4c(c3c2N)CCCC4)cc1 | -0.8 | 2 | 3 | 3 | -11 | -1.1 | 24 | -1 | 8
O=C(COc1ccc2ccccc2c1)NN1C(=O)c2ccccc2C1=O | -1.4 | 14 | 1 | -2 | -3 | 2.0 | -9 | 4 | 2
CCOc1ccc(NC(=O)CCSc2nnc(C)s2)cc1 | -0.7 | -3 | 5 | 3 | -3 | -0.7 | -2 | -6 | 13

Continued:
SMILES | MsrA inh | SKN-1 inh | MT1-MMP act inh | E coli Lon inh | bovine MsrA act | Tb MetRS inh | FAS-TE inh | CendR NRP1 mod | PABP1 MLLE inh
CCCCCCNC1=NCCS1 | 0.9 | 10 | 2 | 11 | -2 | 0.3 | -19 | -10 | -22
COc1ccc(NC(=O)C2C(c3ccccc3)C2(Cl)Cl)c(OC)c1 (centres undefined) | 0.7 | 3 | 5 | 2 | -4 | -0.9 | 25 | 4 | -3
O=C(NCc1ccccc1)NC1(C(=O)N2CCN(c3ncccn3)CC2)CCCCC1 | 2.8 | 17 | -1 | -4 | -2 | 0.1 | -4 | -1 | -4
COc1cccc2sc(N3CCN(C(=O)c4cccs4)CC3)nc12 | -1.1 | 13 | -1 | -3 | 0 | -0.5 | -5 | -3 | 2
Cc1ccc2nc(-c3cccnc3)oc2c1 | -0.6 | 19 | 2 | -12 | 0 | -0.1 | -8 | 2 | -3
O=C(C1COc2ccccc2O1)N1CCn2c(nc3ccccc32)C1 (centres undefined) | 0.6 | 1 | -3 | -1 | 0 | 0.3 | 2 | 8 | 2
COC(=O)[C@@]12C[C@@H](CC(=O)NCCC(C)C)C(=O)N(Cc3ccc4c(c3)OCO4)C1=CCC(C)(C)C2 | -0.4 | 4 | -9 | · | · | -0.5 | · | 6 | ·
Cc1nc(N2CCN(c3ccccc3)CC2)nc2c1C(=O)CCC2 | 0.3 | 15 | 2 | 1 | -3 | -1.1 | 8 | -4 | 0
Cc1cc[n+](C(C)C(=O)c2ccc(-c3ccccc3)cc2)cc1 (centres undefined) | 2.1 | -16 | -5 | 4 | -4 | -0.2 | 0 | -5 | -5
N#C/C(=C/c1ccc(-c2ccc([N+](=O)[O-])cc2)o1)C(=O)Nc1nc(-c2cccs2)cs1 | 0.6 | 21 | 21 | -21 | -8 | -0.3 | 0 | -20 | -22
O=[N+]([O-])c1ccc2c(c1)Cc1cc(F)ccc1-2 | 1.0 | 31 | 0 | 0 | -3 | 0.0 | 1 | 2 | 5
COc1ccc(CC(=O)NC(C)c2ccc(S(N)(=O)=O)cc2)cc1S(=O)(=O)N1CCOCC1 (centres undefined) | -1.2 | 10 | -3 | -11 | -2 | -0.3 | -1 | 11 | 0
COc1ccc(-c2noc(CCC(=O)N3CCC(c4cc(C)ccc4C)CC3)n2)cc1 | -0.1 | -6 | 1 | -3 | -1 | -0.1 | 6 | 7 | 18
O=S(=O)(c1cccc(F)c1)N1CCCN(c2ccc(C(F)(F)F)cn2)CC1 | -0.8 | -9 | 5 | -7 | -5 | -0.1 | 23 | 8 | -1
Cc1cc(C)n(-c2ccc(C(=O)N3CCN(S(=O)(=O)c4ccc(OC(F)(F)F)cc4)CC3)cc2)n1 | -0.1 | -8 | 2 | -5 | -1 | 0.6 | 6 | -2 | 10
O=C(OCC#CCSc1nnc(-c2cccc3ccccc23)o1)c1ccc(Br)cc1 | 0.3 | 3 | 4 | -4 | -1 | -0.3 | 21 | 5 | -72
CCC(=O)N1CCc2cc(S(=O)(=O)NC(C(=O)NCc3ccc(F)cc3)C(C)C)ccc21 (centres undefined) | -1.0 | 5 | -1 | 7 | 1 | -0.3 | -3 | 6 | 2
Cc1ccccc1C(=O)Oc1ccccc1C(=O)N1CCOCC1 | 0.6 | 19 | -2 | -2 | -1 | -0.5 | -5 | 16 | 8
O=C(O)c1cc(C(F)(F)F)nc2ccccc12 | -0.7 | 21 | 2 | 1 | -1 | -0.2 | -8 | 11 | 11
COc1cc(CN2CCC(n3nccc3NC(=O)C3CC3)CC2)cc(OC)c1 | -0.1 | -6 | -1 | 2 | -3 | -0.2 | -6 | 20 | 2
COc1ccc(CNC(=O)OC2CC3CC2[C@H]2CCCCN2C3=O)cc1 (some centres undefined) | -0.5 | -6 | 4 | -1 | -1 | -0.4 | -6 | 3 | ·
O=C(O)CCc1nc(-c2ccccc2)no1 | 1.3 | 7 | 0 | 7 | -2 | -0.4 | -3 | 12 | 12
COc1ccc(CNC(=O)Cn2cnc3c(SC)nc(N)nc32)cc1 | -1.0 | 8 | 1 | 3 | -2 | 0.3 | -6 | -9 | 0
CC1Cc2ccccc2N1C(=O)c1cc2c(=O)n3ccccc3nc2n1C (centres undefined) | 0.8 | 0 | -9 | -8 | -2 | 0.0 | 0 | 8 | -5
O=C(CCN1C(=O)C2CCCCC2C1=O)N1CCN(S(=O)(=O)c2ccccc2)CC1 (centres undefined) | 0.7 | -4 | 2 | 4 | -3 | 0.0 | -4 | -6 | 5
Cn1c(-c2ccc(C(=O)c3ccccc3)s2)nc2ccccc21 | 0.8 | 15 | 6 | -21 | -2 | -0.5 | -7 | 4 | 5
Cc1cc(Oc2ccc(Cl)cc2)nc(-c2ccccc2O)n1 | -1.1 | 2 | 2 | -1 | 0 | -0.4 | 23 | -2 | -4
CCCCOCCCNC(=S)Nc1ccc(S(=O)(=O)N2CCOCC2)cc1 | -0.1 | 15 | 2 | 0 | 0 | 0.7 | 3 | -5 | 5
CCNC(=S)N/N=C/c1cn(Cc2ccc(F)cc2)c2ccccc12 | 2.2 | 7 | 2 | 2 | -4 | 0.2 | 38 | 1 | 8
CCCc1[nH][nH]c(=O)c1C(c1cccc(Cl)c1)C(C#N)C#N (centres undefined) | -0.1 | 22 | -2 | -1 | -6 | 0.1 | 9 | 0 | 11
CCOC(=O)c1c(C)[nH]c(C(=O)NCC(c2ccco2)N2CCCCC2)c1C (centres undefined) | 0.6 | -5 | 1 | -9 | -1 | -0.1 | -2 | 12 | 0
Cc1noc(C)c1-c1nc(CS(=O)(=O)c2ccccc2)no1 | -1.2 | -10 | 0 | -4 | -4 | -0.2 | -3 | 2 | 14
CCOc1ccc(S(=O)(=O)N(C)c2ccc(OCC(=O)NCC3CCCCC3)cc2)cc1 | 0.0 | -37 | -2 | -1 | -3 | 0.2 | 33 | -3 | 8
CCc1nn(CC(=O)NCCc2ccc(Cl)cc2)c(=O)c2cccn12 | -0.8 | -5 | -1 | -7 | -13 | 0.0 | 5 | -2 | -11
COc1ccc2cc(CO)c(Cl)nc2c1 | 1.7 | 3 | -1 | -2 | -4 | -0.6 | -15 | -7 | 10
CCN1C(=O)C(CC(=O)Nc2c(C)cccc2C)Nc2cc(S(=O)(=O)N(C)C)ccc21 (centres undefined) | 0.1 | 1 | 2 | -1 | -3 | -0.5 | 2 | -2 | 8
Cc1cc(C)nc(SCC(=O)c2ccc([N+](=O)[O-])cc2)n1 | 0.8 | -7 | 2 | -3 | 1 | 0.2 | 3 | -14 | -7
Cc1c(Cl)c([N+](=O)[O-])nn1CC(=O)N1CCCC1 | -0.5 | 13 | 0 | 0 | -2 | -0.3 | -8 | 12 | -8
O=C(O)c1ccc(Cl)c(S(=O)(=O)Nc2ccc(S(=O)(=O)N3CCCC3)cc2)c1 | -0.4 | 7 | 2 | 2 | -2 | -0.4 | -6 | 5 | -1
Cc1ccccc1N1CCN(CC(=O)Nc2nccs2)CC1 | 1.0 | 3 | 3 | 1 | 0 | -0.6 | 3 | -8 | 14
CC1(C)CC[C@]2(C(=O)O)CC[C@]3(C)C(=CC[C@@H]4[C@@]5(C)CC[C@H](O)C(C)(C)[C@@H]5CC[C@]43C)[C@@H]2C1 | 1.4 | 12 | 0 | -8 | -3 | -1.1 | -6 | 8 | -69
O=C(N=C1SC2CS(=O)(=O)CC2N1Cc1ccc(F)cc1)C1CC1 (centres undefined) | 0.9 | 12 | -2 | -4 | -2 | -0.3 | -6 | 3 | 7
CC1CN(C(=O)Cn2cc(SCC(=O)N3CCOCC3)c3ccccc32)CC(C)O1 (centres undefined) | -0.2 | 18 | -2 | 3 | -3 | 0.1 | -5 | 3 | -1
Cc1cccc(C)c1NC(=O)C(C)N1CCCCC1 (centres undefined) | -0.7 | -4 | 2 | -1 | -4 | -0.4 | -4 | -13 | 1

Assay outcomes: PubChem, several laboratories
